ALOX12 inh: ALOX12 (human) lipoxygenase inhibition; 580,000 tested, 1.1% active; purified 12hLO, xylenol orange hydroperoxide absorbance; Potency, µM (doses to about 108 µM), inactives show at the highest dose activity change, negative = inhibition, actives largely listed as inhibitors; P18054; further: potency means the concentration at half of the fitted maximal effect
Target sequence (P18054 whole entry, looked up): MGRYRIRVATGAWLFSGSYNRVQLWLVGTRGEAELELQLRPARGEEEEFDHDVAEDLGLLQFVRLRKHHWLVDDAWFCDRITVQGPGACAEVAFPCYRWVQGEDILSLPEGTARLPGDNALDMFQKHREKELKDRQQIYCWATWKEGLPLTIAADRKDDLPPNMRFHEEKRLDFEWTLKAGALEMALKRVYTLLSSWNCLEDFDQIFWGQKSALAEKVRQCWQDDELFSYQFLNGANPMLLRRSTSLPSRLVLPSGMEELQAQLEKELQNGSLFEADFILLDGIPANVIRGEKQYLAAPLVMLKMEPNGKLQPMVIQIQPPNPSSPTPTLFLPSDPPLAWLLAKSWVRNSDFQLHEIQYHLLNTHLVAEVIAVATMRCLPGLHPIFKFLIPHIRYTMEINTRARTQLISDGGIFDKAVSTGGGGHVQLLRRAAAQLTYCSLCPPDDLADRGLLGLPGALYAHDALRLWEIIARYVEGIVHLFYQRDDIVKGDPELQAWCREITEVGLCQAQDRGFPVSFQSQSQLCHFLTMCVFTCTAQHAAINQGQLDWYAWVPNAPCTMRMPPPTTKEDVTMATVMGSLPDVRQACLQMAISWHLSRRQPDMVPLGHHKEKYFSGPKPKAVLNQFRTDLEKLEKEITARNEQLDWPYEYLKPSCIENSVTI
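Purified human 12hLO (150 nM final) in 25 mM Hepes, 0.01% Triton X-100, pH 7.0 was preincubated 15 min at room temperature with compound. Then 40 uM arachidonic acid was added, 30 min. Hydroperoxide was read by Fe-XO absorbance ratio 573/405 nm.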
GLS inhibitor: glutaminase GLS (human) inhibition; AID 624170; 410,000 tested, 0.21% active; Potency, µM (titrated, usually from 45.5 µM), for inactives: at the highest dose activity change, negative = inhibition, usual class: inhibitors; GLS enzymatic activity, qHTS titration; further: potency means the concentration at half of the fitted maximal effect
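Enzyme dispensed in phosphate buffer (45 mM, pH 8.2, 0.02% Tween-20), compounds pinned in, then 1 mM L-glutamine solution and the glutamate oxidase–HRP–Amplex Red mix added; fluorescence read immediately and again after 30 min at room temperature.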
PI4K2A inh: inhibitors of human PI4K2A; 420,000 tested, 0.13% active; purified PI4K2A, ADP-Glo luminescence, 1 h; active compounds read low; activity change, negative = inhibition, % at 76.9 µM; AID 1346378; Q9BTU6; in the data active means activity change below about -50%; inconclusive means mostly about -30% to -49%;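 further: -100% = wells without enzyme as full effect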
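ADP-Glo luminescence measured ADP generated by PI4K2A enzyme (4 ug/mL before mixing) with 1.2 mM PI substrate (pre-mix) and 300 microM ATP (pre-mix). Tris pH7.5 buffer with MgCl2, Triton X-100; 1 h reaction at ambient temperature.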
Numbers without * were called inactive; i = inactive; ? = inconclusive; & = joins results of further samples; [ ] = another dose, or the depositor's remark. Unless noted, the call rests on the fitted dose curve; in most records, active means well fitted inhibition curve with a large enough effect; inconclusive means small, poorly fitted or top-dose-only effect, or another doubt; inactive means no such curve, though single readings can be large or run the other way. Unless noted, on the % scale 0 is the no-effect control and ±100 the full control effect. A portion of the library, so the mix of outcomes need not match the whole.

SMILES	ALOX12 inh	GLS inhibitor	PI4K2A inh
Cc1cc(NC(=O)COC(=O)CCn2c(C)csc2=O)c([N+](=O)[O-])cc1C	-27.4%	7.3%	-3.0
CCOC(=O)C1=C[C@@H](C(C)(C)C)N(S(=O)(=O)c2ccccc2C)[C@H]1c1ccc(Cl)cc1	-4.5%	0.3%	2.4
CCOC(=O)c1cc(-c2sc(NC(=O)c3ccccc3)nc2C)n(Cc2ccccc2)n1	-12.4%	-0.3%	-0.9
Cc1ccccc1Oc1ccc2c(c1)[C@@H]1C[C@H](N(C)C(=O)c3cccnc3)[C@H]([C@H](C)O)C(=O)N1CC2	1.5%	4.5%	-2.9
C[C@H]1CN([C@@H](C)CO)C(=O)CCCn2cc(nn2)CO[C@@H]1CN(C)C(=O)Nc1cccc(C(F)(F)F)c1	11.6%	-3.6%	2.8
Cc1cccc(C)c1NC(=O)NS(=O)(=O)c1ccccc1	0.2%	19.0%	-5.5
CCCCn1nnnc1C1(C)CCC(=O)N1c1ccc(N2CCOCC2)cc1 (centres undefined)	-0.7%	19.2%	0.0
CCN(CC)C(=O)c1cccc(-c2csc(C(C)(O)c3ccccc3)n2)c1 (centres undefined)	-17.3%	12.2%	-0.3
CCOC(=O)C1(CCOC)CCCCC1=O (centres undefined)	5.2%	-3.7%	2.0
Cc1ccc(CN2C(=O)CCC2(C)c2nnnn2-c2c(C)cccc2C)cc1 (centres undefined)	?	?	-7.6
COC[C@@H]1CCCN1c1ccc2c(c1)O[C@H](COCc1ccccc1)CN([C@H](C)c1ccccc1)S2(=O)=O	55.7%	2.8%	4.1
C=CCn1c(Cn2c(-c3cnccn3)nc3ccccc32)nc2ccccc21	0.0%	0.2%	6.4
COc1ccc(C(=O)N2CCC(C)(C(=O)O)C2)c(OC)c1 (centres undefined)	?	7.1%	-9.2
COc1cccc(C(=O)NC2CC3CCCC(C2)N3Cc2ccc(F)cc2)c1 (centres undefined)	-7.0%	6.4%	2.7
COc1ccc(-c2nn(-c3ccccc3)cc2CNC[C@H]2O[C@@H](n3ccc(=O)[nH]c3=O)[C@H](O)[C@@H]2O)cc1	-1.5%	12.1%	-0.2
CSc1ccc(Cn2c(C)c(C(=O)NCc3cccs3)sc2=O)cc1	3.7%	1.6%	4.8
CC(C)NC(=O)c1cc(C2CCCCN2C(=O)OCCF)on1 (centres undefined)	?	4.8%	-2.1
CNc1nc(Oc2cccc(F)c2)c2sccc2n1	4.1%	-9.3%	6.3
CN(Cc1ccc(F)cc1)C(=O)CN1CCN(S(=O)(=O)c2ccc3c(c2)OCCCO3)CC1	-33.6%	0.5%	-9.0
Clc1ccc2c(-c3ccccc3)nc(-c3cccs3)nc2c1	-3.8%	-14.1%	-2.0
CC(C)N1CC2(CC(c3ccccc3F)=NO2)CN1C(=O)c1ccc(C(C)(C)C)cc1 (centres undefined)	?	-0.6%	1.5
C[C@@H]1CN([C@H](C)CO)C(=O)CCCn2cc(nn2)CO[C@H]1CN(C)C(=O)Nc1cccc(F)c1	3.5%	-1.0%	-1.7
CC(=O)Nc1cccc(-c2ccnc3c2CC(C(=O)NCc2cccs2)O3)c1 (centres undefined)	-46.1%	8.3%	-3.1
CN1CCn2cnc(C(=O)N3CCN(c4ccccc4)CC3)c2C1=O	0.1%	8.3%	-12.2
COC(=O)c1ccc2nc(-c3ccc(Cl)cc3)c(Cc3ccccc3OC)n2c1	?	11.6%	-3.4
Cc1ccn2c(CC(C)(C)C)c(-c3ccc(F)cc3)nc2c1	?	0.6%	-12.4
CCC(=O)N1Cc2cc(C(=O)NCCOC)nc(-c3cccc(-c4ccc(C#N)cc4)c3)c2[C@H]1CCO	-1.3%	-4.1%	2.1
O=C(Nc1cc(F)ccc1F)c1ccc2c(=O)n3c(nc2c1)CCC3	0.6%	9.4%	-10.9
COc1ccc(/C=C/C(=O)OCC(=O)N2c3ccccc3CC2C)cc1OC (centres undefined)	3.5%	-1.3%	-5.1
CCN1C(=O)[C@H]2[C@@H](c3ccc(C)cc3)N[C@]3(CCCN(Cc4ccc(OC)cc4)C3=O)[C@H]2C1=O	?	-0.5%	-0.4
O=C(Nc1cccc2cccnc12)c1ccc2sc([C@@H]3O[C@H](CO)[C@H](O)[C@H](O)[C@H]3O)nc2c1	?	5.3%	0.5
O=C1NC[C@H](CCCCN2C[C@H](Cc3ccc(O)cc3)N(Cc3ccccc3)C(=O)C2=O)N(CC2CCCCC2)C1=O	i	6.4%	2.1
COc1ccc(-c2ccc(C(=O)NCCN3CCOCC3)c3occc23)c(C)c1	-26.3%	3.1%	-8.7
CN(C)[C@H]1CCN([C@@H]2CS(=O)(=O)N[C@H]2COCc2ccccc2)C1	-19.0%	0.6%	-0.2
CSc1ccc(CN2CCC(N3CCC(C(=O)NC4CC4)CC3)CC2)cc1	-1.3%	0.0%	-3.1
O=C(NCc1ccccc1)c1cc(C2CCCN(C(=O)CCc3ccccc3)C2)on1 (centres undefined)	12.6%	6.0%	-2.2
COc1ccc(NC(=O)N(C)C[C@H]2OCc3cnnn3CCCC(=O)N([C@@H](C)CO)C[C@H]2C)c(OC)c1	-5.6%	-12.5%	4.1
O=C(OCC(=O)c1c[nH]c2ccccc12)c1ccc(F)c(S(=O)(=O)N2CCOCC2)c1	?	3.2%	-5.6
COc1ccc(CN2C[C@@H](CO)O[C@@H](n3cnc4c(NCc5ccco5)ncnc43)C2)cc1	?	2.1%	-9.3
CC(C)NC(=O)C1(C)Cc2c(-c3ccc(C(N)=O)cc3)ccnc2O1 (centres undefined)	-0.4%	-1.1%	-2.9
CNc1cc(-c2cccc(C(=O)N3CCOCC3)c2)ncn1	5.5%	-1.0%	-2.7
O=C(CN1CCN(C(=O)c2ccco2)CC1)Nc1cc(S(=O)(=O)N2CCCC2)ccc1Cl	-1.9%	-1.1%	-11.2
COc1ccc(NC(=O)N(C)C[C@H]2Oc3cc(Br)ccc3S(=O)(=O)N([C@H](C)CO)C[C@@H]2C)cc1	-1.5%	-7.4%	5.9
CC1CCCC(NC(=O)CCN2C(=O)COc3ccccc32)C1C (centres undefined)	1.2%	1.6%	-4.6
COc1ccc2oc3c(ccc[n+]3C)c(=O)c2c1	12.6µM*	30.7%[activator]	-20.0
O=C(NCC1CC1)c1ccc2sc([C@@H]3O[C@H](CO)[C@H](O)[C@H](O)[C@H]3O)nc2c1	-27.3%	4.5%	0.1
CC(C)(C)c1nnc(NC(=O)CCC2CCCCC2)s1	-8.2%	-11.2%	8.7
Cc1cccc(C)c1NC(=O)C1(C)CCC(=O)N1CCCn1ccnc1 (centres undefined)	-60.2%	0.2%	0.5

6 successive entries already listed:
SMILES	ALOX12 inh	GLS inhibitor	PI4K2A inh
COc1ccc(NC(=O)N(C)C[C@H]2OCc3cnnn3CCCC(=O)N([C@@H](C)CO)C[C@H]2C)c(OC)c1	-5.6%	-12.5%	4.1
O=C(OCC(=O)c1c[nH]c2ccccc12)c1ccc(F)c(S(=O)(=O)N2CCOCC2)c1	?	3.2%	-5.6
COc1ccc(CN2C[C@@H](CO)O[C@@H](n3cnc4c(NCc5ccco5)ncnc43)C2)cc1	?	2.1%	-9.3
CC(C)NC(=O)C1(C)Cc2c(-c3ccc(C(N)=O)cc3)ccnc2O1 (centres undefined)	-0.4%	-1.1%	-2.9
CNc1cc(-c2cccc(C(=O)N3CCOCC3)c2)ncn1	5.5%	-1.0%	-2.7
O=C(CN1CCN(C(=O)c2ccco2)CC1)Nc1cc(S(=O)(=O)N2CCCC2)ccc1Cl	-1.9%	-1.1%	-11.2

The listing continues:
SMILES	ALOX12 inh	GLS inhibitor	PI4K2A inh
CCOC(=O)[C@]12CCCC=C1N(Cc1cccc3ccccc13)C(=O)[C@H](CC(=O)NCCc1ccccc1OC)C2	-11.1%	2.4%	4.1
O=C(C1CC=CCC1)N1CCCCCC1 (centres undefined)	-28.2%	-7.2%	8.6
O=C(NCC1CCCCC1)c1[nH]c(C(F)(F)F)nc1-c1ccccc1	-17.1%	5.9%	-5.8
C[C@H]1CN([C@@H](C)CO)C(=O)CCCn2cc(nn2)CO[C@@H]1CN(C)C(=O)Nc1ccccc1C(F)(F)F	7.1%	-7.7%	4.1
COc1cc(NC(=O)COc2cc(C)cc3oc(=O)cc(C)c23)cc(OC)c1OC	10.9%&-0.4%	1.1%	-1.5
CCCC(=O)Nc1ccc2c(c1)nc(CCN1CCC(C)CC1)n2C	-6.1%	-5.6%	4.2
Cc1cccc(C)c1NC(=O)CN1CCN(C(=O)c2cc(C3CC3)nn2-c2ccccc2)CC1	-2.5%	1.6%	-7.7
COC(=O)c1cccc(CN2C(=O)C(C)Sc3ccc(C)cc32)c1 (centres undefined)	1.0%	-0.1%	7.5
C[C@@H]1CN([C@@H](C)CO)C(=O)CCCn2nncc2CO[C@H]1CN(C)S(=O)(=O)c1ccc(Oc2ccccc2)nc1	-0.3%	-3.9%	-1.2
CC(C)(C)c1ccc(Nc2n[nH]c3ccccc23)cc1	-19.3%	-3.3%	0.3
Cc1cc2c(c(=O)o1)C1(C)CC(C)(O2)c2c(cc(C)oc2=O)O1	-15.9%	-17.1%	1.1
CCCCN(C=O)c1c(CC)nc2ccc(C(=O)NCCN(C)C)cn12	15.0%	19.9%	5.1
C[C@@H]1Cn2cnc(C(=O)Nc3cccc(Cl)c3)c2C(=O)N1	-0.7%	0.7%	-0.8
O=C(NCc1ccccc1Cl)[C@H]1CCCN1C(=O)[C@H]1CCCN1C(=O)c1ccccc1	?	-5.7%	4.4
C[C@H](CO)N1C[C@H](C)[C@@H](CN(C)Cc2ccc3cccnc3c2)OCc2cnnn2CCCC1=O	-14.0%	8.8%	43.5
C[C@H](NC(=O)C1CCN(S(=O)(=O)c2ccccc2)CC1)C(=O)NC1CC1	18.8%	0.3%	4.4
C(=NN=Cc1c[nH]c2ccccc12)c1c[nH]c2ccccc12	-16.1%	0.3%	0.7
O=C(/C=C/[C@H]1O[C@@H](n2cnc3c(NC(=O)c4ccccc4)ncnc32)[C@H](O)[C@@H]1O)NCCCc1ccccc1	-4.0%	-5.6%	-3.8
COc1cc2nc(CN3CCN(S(=O)(=O)c4ccccc4[N+](=O)[O-])CC3)[nH]c(=O)c2cc1OC	-3.9%	-3.4%	-1.7
Cc1cccc(C)c1-n1nnnc1C(c1ccnc2ccccc12)N(C)Cc1ccc(Cl)c(Cl)c1 (centres undefined)	-10.7%	4.4%	-3.4
COc1ccccc1-c1cc2c(c3c1ccn3C)C1CCC2O1 (centres undefined)	-18.0%	-4.5%	0.5
COc1ccc(-c2ccc(C(=O)Nc3ccc(OC)nc3)c3occc23)c(C)c1	-7.1%	-6.6%	3.1
COc1ccc(C(O)c2ncc(-c3ccccc3)[nH]2)cc1F (centres undefined)	-16.8%	2.9%	4.0
CCCCCCN1C[C@H](O)[C@@H](n2cc(COC(=O)c3ccccc3)nn2)C[C@@H]1c1ccc(Cl)cc1	-115.4%	-2.8%	-1.6
O=C(NCc1ccco1)c1cccc(-c2ccc3nncn3c2)c1	-11.4%	1.4%	-12.0
Nc1[nH]c(C(=O)c2ccccc2)c(-c2ccccc2C(F)(F)F)c1C(=O)NCCc1cccs1	0.0%	7.8%	8.3
O=c1ccc2ccccc2c2ccccc12	?	6.5%	32.4
N#Cc1c(NC(=O)COC(=O)C2=COCCO2)sc2c1CCCC2	-1.9%	10.3%	-1.3
CC(C)(C)c1cc(NC(=O)COC(=O)c2ccccc2O)n(-c2ccccc2)n1	-10.4%	-0.6%	-0.2
COc1ccc(C(=O)OCc2cc(=O)oc3cc(C)ccc23)cc1S(=O)(=O)N1CCOCC1	-9.0%	10.3%	0.9
CC1(C(=O)NC2CCN(Cc3ccccc3)CC2)CCN1CCc1ccccc1 (centres undefined)	6.4%	-6.1%	1.4
CCCNC(=O)C1(C)CCN(Cc2ccc(-c3ccccn3)cc2)C1 (centres undefined)	18.4%	6.8%	3.4
C[C@@H]1CN([C@H](C)CO)C(=O)CCCn2nncc2CO[C@H]1CN(C)S(=O)(=O)c1ccc(Oc2ccccc2)cc1	0.4%	6.8%	-17.2
CCCN(CCC)C(=O)C(CCC(=O)OCCCN1CCN(CCOC(=O)Cc2c(C)n(C(=O)c3ccc(Cl)cc3)c3ccc(OC)cc23)CC1)NC(=O)c1ccccc1 (centres undefined)	?	2.8%	-0.2
C[C@@H]1CCCCO[C@H](CN(C)Cc2ccc(C(=O)O)cc2)[C@H](C)CN([C@@H](C)CO)C(=O)c2cc(NC(=O)Nc3ccc(C(F)(F)F)cc3)ccc2O1	-0.8%	-0.7%	-7.6

Some values from the list.
C[C@@H]1CN([C@H](C)CO)C(=O)CCCn2nncc2CO[C@H]1CN(C)S(=O)(=O)c1ccc(Oc2ccccc2)cc1 @ PI4K2A inh: -17.2
C[C@@H]1CCCCO[C@H](CN(C)Cc2ccc(C(=O)O)cc2)[C@H](C)CN([C@@H](C)CO)C(=O)c2cc(NC(=O)Nc3ccc(C(F)(F)F)cc3)ccc2O1 @ PI4K2A inh: -7.6
